From PubChem
mHTT-CaM PPI inh: disrupts binding of mutant huntingtin to calmodulin. P42858. AlphaScreen His-mHTT/GST-CaM binding, luminescence. inhibition, % at 15 µM. 190,000 tested, 3.6% active. AID 1671202;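 further: 0% = both proteins with DMSO and 100% = one protein alone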
Target sequence (P42858 whole entry, looked up, stated change not applied): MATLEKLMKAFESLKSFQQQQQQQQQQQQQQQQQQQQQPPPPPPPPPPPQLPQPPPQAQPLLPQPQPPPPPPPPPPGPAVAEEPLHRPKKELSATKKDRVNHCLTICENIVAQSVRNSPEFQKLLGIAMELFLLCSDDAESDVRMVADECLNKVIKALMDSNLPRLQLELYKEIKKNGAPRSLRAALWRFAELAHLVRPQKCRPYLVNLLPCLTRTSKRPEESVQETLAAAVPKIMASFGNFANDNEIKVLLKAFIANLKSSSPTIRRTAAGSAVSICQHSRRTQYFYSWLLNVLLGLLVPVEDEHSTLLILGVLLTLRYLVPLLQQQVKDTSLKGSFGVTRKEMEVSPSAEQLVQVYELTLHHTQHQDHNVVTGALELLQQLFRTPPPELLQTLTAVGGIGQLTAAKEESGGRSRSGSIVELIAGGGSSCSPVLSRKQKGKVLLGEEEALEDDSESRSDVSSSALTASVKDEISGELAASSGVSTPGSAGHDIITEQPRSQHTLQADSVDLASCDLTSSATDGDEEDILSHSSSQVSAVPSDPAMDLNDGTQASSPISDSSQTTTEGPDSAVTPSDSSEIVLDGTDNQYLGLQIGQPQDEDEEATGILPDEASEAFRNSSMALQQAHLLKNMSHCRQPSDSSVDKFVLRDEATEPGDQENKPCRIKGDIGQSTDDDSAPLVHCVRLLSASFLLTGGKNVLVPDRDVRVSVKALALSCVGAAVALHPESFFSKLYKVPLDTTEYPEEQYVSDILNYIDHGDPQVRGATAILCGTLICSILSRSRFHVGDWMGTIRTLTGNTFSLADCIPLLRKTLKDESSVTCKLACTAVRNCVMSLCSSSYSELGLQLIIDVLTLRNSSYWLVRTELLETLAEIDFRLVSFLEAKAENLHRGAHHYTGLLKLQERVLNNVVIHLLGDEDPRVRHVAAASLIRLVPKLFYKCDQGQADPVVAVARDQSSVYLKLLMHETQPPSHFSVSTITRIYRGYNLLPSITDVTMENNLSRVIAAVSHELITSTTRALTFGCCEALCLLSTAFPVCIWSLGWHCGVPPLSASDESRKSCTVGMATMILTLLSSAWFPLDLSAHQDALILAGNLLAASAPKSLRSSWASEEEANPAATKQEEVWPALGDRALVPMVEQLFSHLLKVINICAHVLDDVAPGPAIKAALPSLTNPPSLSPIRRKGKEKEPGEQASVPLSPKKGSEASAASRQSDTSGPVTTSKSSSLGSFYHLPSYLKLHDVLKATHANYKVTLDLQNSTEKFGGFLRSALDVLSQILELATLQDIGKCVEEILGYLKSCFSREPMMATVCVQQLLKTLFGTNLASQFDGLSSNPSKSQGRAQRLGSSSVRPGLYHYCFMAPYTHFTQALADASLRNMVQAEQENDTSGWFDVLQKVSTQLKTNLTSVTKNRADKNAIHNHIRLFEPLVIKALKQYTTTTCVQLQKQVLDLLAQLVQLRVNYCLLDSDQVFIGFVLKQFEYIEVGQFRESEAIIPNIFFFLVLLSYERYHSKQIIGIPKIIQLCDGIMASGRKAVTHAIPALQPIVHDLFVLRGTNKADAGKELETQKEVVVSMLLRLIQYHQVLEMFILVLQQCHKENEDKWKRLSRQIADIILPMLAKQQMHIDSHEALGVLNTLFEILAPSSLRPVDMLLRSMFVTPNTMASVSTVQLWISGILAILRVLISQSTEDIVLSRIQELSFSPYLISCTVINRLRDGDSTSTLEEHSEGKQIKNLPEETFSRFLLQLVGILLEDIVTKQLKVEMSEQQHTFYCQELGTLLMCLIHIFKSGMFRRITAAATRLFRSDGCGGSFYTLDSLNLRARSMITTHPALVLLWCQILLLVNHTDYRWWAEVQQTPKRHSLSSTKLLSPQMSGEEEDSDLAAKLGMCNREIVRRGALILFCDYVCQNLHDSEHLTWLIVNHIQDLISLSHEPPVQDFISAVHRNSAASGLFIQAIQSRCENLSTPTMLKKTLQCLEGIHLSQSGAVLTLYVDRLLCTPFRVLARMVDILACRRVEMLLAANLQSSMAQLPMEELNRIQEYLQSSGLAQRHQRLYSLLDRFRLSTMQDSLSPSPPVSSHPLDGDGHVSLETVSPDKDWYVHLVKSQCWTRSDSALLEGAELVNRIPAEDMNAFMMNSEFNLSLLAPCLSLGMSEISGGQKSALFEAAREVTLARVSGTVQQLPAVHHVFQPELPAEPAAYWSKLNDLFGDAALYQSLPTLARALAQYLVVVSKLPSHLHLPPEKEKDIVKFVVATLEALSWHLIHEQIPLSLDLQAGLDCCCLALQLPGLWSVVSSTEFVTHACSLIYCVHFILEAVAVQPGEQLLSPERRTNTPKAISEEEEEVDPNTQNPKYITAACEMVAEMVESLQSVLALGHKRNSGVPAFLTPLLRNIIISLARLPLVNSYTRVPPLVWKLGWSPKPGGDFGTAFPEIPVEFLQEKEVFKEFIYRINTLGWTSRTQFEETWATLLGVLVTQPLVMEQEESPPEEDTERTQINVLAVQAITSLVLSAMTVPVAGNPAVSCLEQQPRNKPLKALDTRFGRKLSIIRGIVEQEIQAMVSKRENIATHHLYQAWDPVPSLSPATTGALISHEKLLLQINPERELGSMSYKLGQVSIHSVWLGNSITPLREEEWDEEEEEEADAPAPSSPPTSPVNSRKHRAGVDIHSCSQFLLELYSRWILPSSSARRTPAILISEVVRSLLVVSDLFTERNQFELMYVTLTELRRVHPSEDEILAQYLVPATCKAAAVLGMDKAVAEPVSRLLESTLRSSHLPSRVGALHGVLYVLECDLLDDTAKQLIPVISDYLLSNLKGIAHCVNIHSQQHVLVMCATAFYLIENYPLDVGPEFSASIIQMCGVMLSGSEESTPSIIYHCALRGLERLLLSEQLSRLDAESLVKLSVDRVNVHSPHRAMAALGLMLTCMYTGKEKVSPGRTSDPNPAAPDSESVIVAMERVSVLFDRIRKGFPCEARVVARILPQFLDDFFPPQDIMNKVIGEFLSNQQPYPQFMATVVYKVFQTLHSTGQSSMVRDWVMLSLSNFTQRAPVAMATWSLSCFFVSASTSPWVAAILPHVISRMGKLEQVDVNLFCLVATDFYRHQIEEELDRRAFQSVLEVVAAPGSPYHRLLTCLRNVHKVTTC
Pf apPOL block: Pf-apPOL DNA polymerase inhibition. Recombinant Pf-apPOL, molecular beacon fluorescence, 1.5 h. 210,000 tested, 0.25% active. inhibition, % at 10 µM
The depositor's hits bear a star; / = no result given; & = joins results of further samples. No stated cut-off is given here; in the data, active means inhibition above about 50%; inactive means the rest. Rows were taken by chance; 3.7% or so of the library scored in one or more.

SMILES	mHTT-CaM PPI inh	Pf apPOL block
Cc1ccc(C2N(c3ccc(Cl)cc3)C(=O)C3CCCN32)cc1 (stereo not drawn)	0	-6
COc1cccc2c1OC(=O)CC2c1ccc(C)cc1 (stereo not drawn)	11	-4
O=c1cc(O)c2cc([N+](=O)[O-])ccc2n1CCc1ccccc1	/	0
O=C(NC1CC1)C1CCN(c2ccc(Cl)cc2Cl)C1=O (stereo not drawn)	-2	-6
CC(C)c1noc(-c2cccnc2N2CCCN(Cc3ccc(Cl)cc3)CC2)n1	-44	-4
COc1ccc(Cl)cc1C(=O)Nc1c2c(nn1-c1ccc(Cl)cc1)CS(=O)(=O)C2	-3	-3
O=C1C=C(c2cccs2)CC(c2ccccc2)C1n1nnc([N+](=O)[O-])n1 (stereo not drawn)	34	-3
O=C1OC(/C=C/c2ccc(Cl)cc2)=NC/1=C/c1cccc([N+](=O)[O-])c1	1	0
CC(=O)NC1=NN(C(C)=O)C(c2ccccc2[N+](=O)[O-])S1 (stereo not drawn)	4	-2
CC(=O)Nc1c2c(nn1-c1ccc(F)cc1)CS(=O)C2 (stereo not drawn)	2	0
O=C(Nc1ccc(N2CCCCC2)cc1)c1ccc([N+](=O)[O-])cc1	1	-5
O=C(NCCC1=CCCCC1)C1CCCN(c2ccc(N3CCOCC3)nn2)C1 (stereo not drawn)	2	-2

Ordered by molar mass (high to low): part of the list above.
SMILES	mHTT-CaM PPI inh	Pf apPOL block
COc1ccc(Cl)cc1C(=O)Nc1c2c(nn1-c1ccc(Cl)cc1)CS(=O)(=O)C2	-3	-3
O=C(NCCC1=CCCCC1)C1CCCN(c2ccc(N3CCOCC3)nn2)C1 (stereo not drawn)	2	-2
O=C1OC(/C=C/c2ccc(Cl)cc2)=NC/1=C/c1cccc([N+](=O)[O-])c1	1	0
O=C(Nc1ccc(N2CCCCC2)cc1)c1ccc([N+](=O)[O-])cc1	1	-5
O=C(NC1CC1)C1CCN(c2ccc(Cl)cc2Cl)C1=O (stereo not drawn)	-2	-6
CC(=O)Nc1c2c(nn1-c1ccc(F)cc1)CS(=O)C2 (stereo not drawn)	2	0
COc1cccc2c1OC(=O)CC2c1ccc(C)cc1 (stereo not drawn)	11	-4

Additional records
SMILES	mHTT-CaM PPI inh	Pf apPOL block
COCc1cc(C)c2c(N)c(C(=O)c3ccc(Cl)cc3Cl)sc2n1	-9	-6
CN1C(=O)CCC2(CNC(=O)c3cc(Cl)ccc3F)CCCC12 (stereo not drawn)	-10	-3
COc1cccc(NC(=O)N2CCC(c3nc(C(=O)N4CCCC4)c(C)o3)CC2)c1	-2	4
Cc1ccc(N)c(C(NCC(=O)NN)c2ccccc2)c1 (stereo not drawn)	9	-7
O=C(Sc1nsc(SC(=O)c2ccc(Cl)cc2Cl)n1)c1ccc(Cl)cc1Cl	/	3&-14
COc1ccc(NC(=O)CSc2nc(C)cc(C(F)(F)F)c2C#N)cc1	-5	-3
CC1(C)Cc2nc3sc(C(=O)NCCCO)c(N)c3cc2CO1	-3	-1
CCC(=O)N1CCC(c2nc(C)ccc2C(=O)Nc2ccc(OC)cc2)CC1	-2	-6
COc1ccccc1OCC(=O)Nc1ccc(C(=O)O)cc1	0	-9
CC(=O)Nc1ccc(S(=O)(=O)N2CCCn3nc(-c4cccc(Cl)c4)cc3C2)cc1	12	-12
COc1c(Br)cc(-c2nnn(Cc3ccc([N+](=O)[O-])cc3)n2)cc1Br	/	4
Cc1ccc(-c2cn3c(n2)N(S(C)(=O)=O)CCC3)cc1	17	-12
Cc1cccc(C)c1OCC(=O)NCCc1nc2ccccc2[nH]1	-2	-8
CN1CCCN(Cc2cc(F)ccc2F)CC1	-4	0
Cc1cc(C)n(CC(O)COc2c(Cl)cc(Cl)cc2Cl)n1 (stereo not drawn)	-4	-10
Cc1c(Cl)cccc1NC(=O)c1cc(S(=O)(=O)N2CCC(C)CC2)ccc1F	-4	0
Cc1ccc(CNC(=O)c2ccc(CS(=O)(=O)Cc3ccccc3Cl)o2)cc1	9	-2
CCCN1CCS(=O)(=O)N(Cc2cn(Cc3ccc(Cl)cc3)nn2)C(C(=O)OC)C1 (stereo not drawn)	6	-6
CCN(CC)C(=O)CSC1=Nc2ccccc2C2=NC(Cc3ccccc3)C(=O)N12 (stereo not drawn)	9	-2
NC(=O)c1sc2nc(-c3cccnc3)ccc2c1N	-1	-4
CC(NC(=O)CCc1ccccc1)c1ccccc1 (stereo not drawn)	-13	-12
COc1ccc(S(=O)(=O)Nc2ccc([N+](=O)[O-])cc2C)cc1	0	-2
O=C(O)c1ccc2c(c1)C(=O)N(C1CCCCC1)C2=O	0	-8
O=C(CCc1ccc2[nH]ccc2c1)NCc1ccc(F)c(Cl)c1	15	-8
Cc1cc(OC(=O)C=Cc2ccccc2)c([N+](=O)[O-])c(=O)[nH]1	7	-4
C=CCn1c(SCCCC)nc2sc3c(c2c1=O)CC(C)(C)OC3	-13	0
CC(C)(c1ccc(O)cc1)c1ccc(O)cc1	-2	-6
COc1ccccc1NC(=O)Cn1ccc2sc(C)cc2c1=O	0	5
O=C(NC(=O)c1ccc(C(F)(F)F)cc1)Nc1ccc(-c2cnco2)cc1	/	6
COc1nc(NC23CC4CC(CC(C4)C2)C3)nc(OC)n1	-5	4
COc1ccc(-c2ccc(C(=O)N3CCCCCCC3)s2)c(OC)c1OC	-3	-2
c1ccc2[nH]c(SCCN3CCCC3)nc2c1	4	-4
COc1ccc(CCNC(=O)c2cc(=O)c(OC)co2)cc1OC	-2	-1
Cc1cccc(N2CCN(C(=O)C3CCN(c4cc(=O)n(C)c(=O)n4C)CC3)CC2)c1C	40	-2
NS(=O)(=O)c1cc(C(=O)Nc2ccccc2)ccc1Br	-7	2
COc1ccc(CCC(=O)N2CCCC2C(=O)NCc2csc(-c3ccccc3)n2)cc1 (stereo not drawn)	23	-2
Cc1ccc2c(Cl)c(C(=O)N3CCOCC3)sc2c1	-2	3
C=CCn1c(SCC(=O)Nc2ccc(OCC)cc2)nnc1C12CC3CC(CC(C3)C1)C2	2	-7
Cc1ccc(C)c(NC(=O)C2CCCN(c3ncnc4c3nc3n4CCCCC3)C2)c1 (stereo not drawn)	17	-2
CC1=C(C(=O)Nc2ccccc2)C(c2ccncc2)n2ncnc2N1 (stereo not drawn)	-1	-5
COc1ccc(S(=O)(=O)NN)cc1	-6	-16
Nc1nc(N)c2[nH]cnc2n1	-3	/
COc1ccc(C2C(C(=O)Nc3cccnc3)=C(C)Nc3nnnn32)cc1 (stereo not drawn)	1	-5
CCC(=O)N1c2ccccc2C(Nc2ccccc2)CC1C (stereo not drawn)	31	-9
COc1cccc(CNC(=O)Cn2c(-c3ccc(F)cc3)ncc(C#N)c2=O)c1	-5	-10
Cc1sc(NC(=O)c2ccccc2F)nc1-c1ccccc1	-28	5
COc1ccc(-n2cnc3cc(N=Cc4ccccc4O)ccc32)cc1	14	-5
CSc1cccc(NC(=O)N2CCC(N3CCN(Cc4ccccc4)C3=O)CC2)c1	3	-13

Rewritten bar-delimited: two of the compounds above
Structure | mHTT-CaM PPI inh | Pf apPOL block
Cc1ccc(C)c(NC(=O)C2CCCN(c3ncnc4c3nc3n4CCCCC3)C2)c1 (stereo not drawn) | 17 | -2
CSc1cccc(NC(=O)N2CCC(N3CCN(Cc4ccccc4)C3=O)CC2)c1 | 3 | -13

Filtered by structure: those above with bromine
SMILES	mHTT-CaM PPI inh	Pf apPOL block
COc1c(Br)cc(-c2nnn(Cc3ccc([N+](=O)[O-])cc3)n2)cc1Br	/	4
NS(=O)(=O)c1cc(C(=O)Nc2ccccc2)ccc1Br	-7	2

Later entries.
SMILES	mHTT-CaM PPI inh	Pf apPOL block
Cc1c(C(=O)Nc2cccc(NC(=O)c3cccs3)c2)cccc1[N+](=O)[O-]	9	0
CC(=O)c1cccc(NC(=O)CCCOc2ccc(C)cc2)c1	0	-9
COc1ccc(-c2nn(CCC#N)c(=O)[nH]2)cc1	/	-6
O=C(NC(C(=O)N1CCCCC1)C12CC3CC(CC(C3)C1)C2)c1ccc(Cl)cc1 (stereo not drawn)	-2	-6
COc1ccc(N(CC(=O)Nc2ccc(F)cc2)S(=O)(=O)c2ccccc2)c(OC)c1	14	-7
O=C(Nc1c2cnn(-c3ccccc3)c2nc(=O)n1-c1ccccc1)c1cccc([N+](=O)[O-])c1	8	0
COc1cc(/C=c2\sc3nc4ccccc4n3c2=O)cc(I)c1OC	2	0
O=C1S/C(=C\c2ccc(F)cc2)C(=O)N1CNc1ccc(Br)cc1	24	-4
CCCC(C(=O)O)N1C(=O)C(=CC=Cc2ccco2)SC1=S (stereo not drawn)	84*	92*
CCc1cc(C2CCCN2C(=O)NCCC(C)C)on1 (stereo not drawn)	-4	1
CCOC(=O)c1ccc(NC(=O)N2CCC3(CC2)Nc2cc(F)ccc2-n2cccc23)cc1	56*	-1
Cc1ccc(C2=N/C(=C\c3ccccc3F)C(=O)O2)cc1C	1	22
CCCc1ccc(S(=O)(=O)N2CCC(n3c(-c4ccoc4)nc4cccnc43)C2)cc1 (stereo not drawn)	-12	-3
O=C(CSc1n[nH]c(-c2ccccc2Cl)n1)Nc1ccccc1F	-4	1
CC(C)c1noc(C2CCCCN2C(=O)c2nc3ncccn3n2)n1 (stereo not drawn)	9	-4
O=c1[nH]c(-c2ccccc2)c(-c2ccccc2)nc1[N+](=O)[O-]	2	4
Brc1ccccc1Cn1nnc(-c2ccccc2)n1	-124&-60	-8
Cc1ccc(-n2c(SCC(=O)N3CCCCCC3)nc3c(c2=O)SCC3)cc1	4	0
CC(=O)N1CCc2sc(C(=O)NC3CCCCC3)cc2C1	2	-1
Cc1ccc(C(=O)N2CCCn3nc(-c4ccc(Cl)cc4)cc3C2)s1	71*	3
O=C(NC(=S)SCc1ccccc1)c1ccc(C(F)(F)F)cc1	/	5
COC(=O)c1ccccc1NC(=O)Cc1cc(-c2ccc3c(c2)OCO3)on1	-10	0
O=C(CSc1ncn[nH]1)c1ccc(O)cc1O	3	-2
Nc1nnc(-c2ccc([N+](=O)[O-])cc2)s1	3	-5
CC1CCCN(CC2CCN(S(=O)(=O)Cc3cccc(Cl)c3)CC2)C1 (stereo not drawn)	2	-1
Nc1nnc(SCc2ccccc2[N+](=O)[O-])s1	-3	-11
O=C(Nc1ccccc1)C(=O)NC1CCCCC1	1	-1
O=C(Cc1cccs1)Nc1ccc(N2CCCS2(=O)=O)cc1	-3	-4
O=S(=O)(c1ccc(F)cc1)N(c1cccnc1)S(=O)(=O)c1ccc(F)cc1	6	2
O=C(CSc1nnc(NC(=O)c2ccc3c(c2)OCO3)s1)OCc1ccccc1	-10	-2
CCc1ccc(NC(=O)C(=O)NCCN2CCN(Cc3ccccc3F)CC2)cc1	4	-9
CC1CCn2c(nc3cc(C(=O)NCc4ccc(OC(C)C)cc4)ccc32)C1 (stereo not drawn)	7	1
COc1ccc(OC)c(CNC(=O)c2ccc3c(c2)NC(=O)C2CCCCN32)c1 (stereo not drawn)	10	-3
CCc1nnc(C2CCN(C(=O)c3ccc(F)cc3F)CC2)s1	-8	-3
COc1ccc(C(CC(=O)N2CCCC2)c2cnc3n2CCC(C)C3)cc1 (stereo not drawn)	-2	-4
O=C1C(=Cc2cccnc2)Oc2c1ccc1c2CN(CCc2cccs2)CO1	20	7
CC(=O)Nc1ccc(C(=O)NC(C)c2ccc(F)cc2)c(N2CCOCC2)c1 (stereo not drawn)	-8	7
Cc1cc(Sc2ncnc3cc(-c4ccc(F)cc4)sc23)c(C)cc1Cl	/	-4
OC(CN1CCN(c2cccc(Cl)c2)CC1)c1ccc2c(c1)OCO2 (stereo not drawn)	-3&-7	-1&-3
O=C(c1cc2cn(C3CCCC3)cc2s1)N1CCSCC1	19	-1
O=C(Nc1ccc2c(N3CCOCC3)ncnc2c1)c1ccccc1F	4	0
O=C(O)c1ccc2c(c1)C(=O)N(c1ncc([N+](=O)[O-])s1)C2=O	-3	-3
CCC(=O)NCc1nc2c(n1C)CN(C(=O)c1ccccc1C)CC2	-1	-1
COc1ccc(-c2ccc(=O)n(C(C)C(=O)Nc3ccc(-c4ccc(=O)[nH]n4)cc3)n2)cc1 (stereo not drawn)	-12	-13
Cc1ccc(-c2noc(C3CCN(CC(=O)NC4CCCC4)CC3)n2)cc1	0	-2
O=C(NCc1csc(C2CCCN(C(=O)c3ccccc3F)C2)n1)C1CCC1 (stereo not drawn)	4	-2
Cc1ccc(NC(=O)c2nnn(Cc3ccccc3)c2N)cc1C	-4	-2
Cc1ccnc(NC(=O)C2CC(=O)N(c3ccc(F)cc3)C2)c1 (stereo not drawn)	3&0	2&-10
CCOc1ccc2nc(SCCN3CCCCC3)[nH]c2c1	26	5
Cc1ccc(-c2nnc(N3CCC(C(=O)NCc4ccccc4F)CC3)o2)cc1	6	-9
CCN(CC)C1=Nc2ccccc2Oc2ccc(NC(=O)C(C)(C)C)cc21	-2	-1
O=C1S/C(=C\c2ccc(OCc3ccc(B(O)O)cc3)cc2)C(=O)N1Cc1ccc(F)cc1	/	14
Cn1cc(CC(=O)NCC2CCCCC2)c2cccnc21	-8	-1
O=C(NCCCc1ccccc1)C1CCCN(C(=O)Cc2cccc3ccccc23)C1 (stereo not drawn)	26	-2
O=C(Nc1ccccn1)Nc1ccc(F)cc1F	-3	-3
Cc1ccnn1-c1nc(-c2ccco2)cc(C(F)(F)F)n1	1	1
CC1=NN(C(=O)c2sc3cc(F)ccc3c2Cl)C(O)(C(F)F)C1 (stereo not drawn)	2	4
Cc1ccc(-c2noc(C3CCCN3C(=O)C3(c4ccccc4)CC3)n2)cc1 (stereo not drawn)	-3	-6
Cc1cc(C)c(NC(=O)OCc2cccc3cccnc23)c(C)c1	100*	-9
CCOC(=O)C[C@H]1c2cc(C(F)(F)F)ccc2S(=O)(=O)N1C1CCCCC1	-30	-5
CC1(C)CC(NC(=O)c2cccc([N+](=O)[O-])c2)CC(C)(C)N1	3	-29
Cc1cccc(N2CCN(C(=O)c3cccs3)C(C)C2=O)c1 (stereo not drawn)	-6	0
COc1nn(C)cc1C(=O)Nc1ccc(-c2ccc(N3CCCC3)nn2)cc1	-9	-4
